High-throughput results from PubChem BioAssay.
Tau ThT inhib: tau fibrillization inhibition (ThT binding); Potency, µM (titrated, usually from 57.4 µM), for inactives: at the top dose activity, negative = inhibition, hits mostly inhibitors; AID 1460; P10636; recombinant tau K18 P301L, heparin-induced fibrillization, ThT fluorescence; hit rate 2.1% among 270,000; further: nearly all actives have a fitted effect of over 55% in size
Target sequence (P10636 561-689 P618L limits assumed): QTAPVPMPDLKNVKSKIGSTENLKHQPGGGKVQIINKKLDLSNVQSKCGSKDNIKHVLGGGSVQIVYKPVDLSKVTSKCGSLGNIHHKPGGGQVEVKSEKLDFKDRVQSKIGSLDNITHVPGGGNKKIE
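Recombinant human tau K18 fragment […] carrying P301L, 15 uM unlabeled plus 0.24 uM Alexa 594-labeled, was fibrillized with 20 uM heparin in 100 mM sodium acetate pH 7 for 6 hr at 37 C; 30 uM ThT fluorescence read after 1 hr.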
TexasRed fluor: counter-screen for TRb-SRC2 inhibitors: fluorescence interference. hit rate 0.29% among 280,000. AID 1479. TRb/SRC2 Texas Red total fluorescence interference. Potency, µM (highest dose often 106 µM), inactives show top-dose fluorescence change, negative = quenching; active means well fitted curve in either direction with a large enough effect; inconclusive means small, poorly fitted or top-dose-only effect
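Human TRβ ligand-binding domain (0.6 uM) and Texas Red SRC2 peptide (20 nM) in Tris buffer with 1 uM T3 and 5% DMSO were incubated with pinned compound for 5 hr at ambient temperature. Total fluorescence was computed as S + 2P (555/632 nm).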
GLA spleen mod: alpha-galactosidase A (human) modulation | human spleen homogenate, 4MU-alpha-Gal fluorescence, 40 min | Potency, µM (top dose mostly 80 µM), inactives show at the highest dose activity change, negative = inhibition, actives largely listed as inhibitors | hit rate 0.008% among 240,000;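 further: 0% = enzyme with vehicle and -100% = no enzyme basal signal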
Target sequence (P06280 32-429 limits assumed): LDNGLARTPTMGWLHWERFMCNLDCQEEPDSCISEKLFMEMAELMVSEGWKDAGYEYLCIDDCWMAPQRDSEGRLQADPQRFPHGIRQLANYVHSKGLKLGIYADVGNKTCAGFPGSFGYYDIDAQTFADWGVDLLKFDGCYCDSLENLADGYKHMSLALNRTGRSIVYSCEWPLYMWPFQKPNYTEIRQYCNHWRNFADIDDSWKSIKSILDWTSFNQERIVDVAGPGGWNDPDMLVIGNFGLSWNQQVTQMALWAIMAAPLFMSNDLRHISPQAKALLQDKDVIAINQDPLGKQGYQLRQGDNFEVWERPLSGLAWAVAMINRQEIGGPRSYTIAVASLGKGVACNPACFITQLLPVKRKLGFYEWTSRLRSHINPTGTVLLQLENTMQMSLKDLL
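Human spleen homogenate (1 ug) as enzyme source, 4-methylumbelliferyl-alpha-D-galactopyranoside 1 mM final, citrate/phosphate pH 5.0 with 0.01% Tween-20. Compounds 40 min at 37C, NaOH/glycine stop; fluorescence Ex 365/Em 440, Hill-fit AC50.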
TRb-SRC2 inh: inhibitors of human thyroid hormone receptor beta-SRC2 interaction. TRbeta-SRC2 peptide binding, fluorescence polarization; receptor liganded with 1 µM T3. Potency, µM (titrated, usually from 106 µM), without a hit: at the highest dose activity change, negative = inhibition, hits mostly inhibitors. hit rate 0.065% among 280,000. AID 1469;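 further: plate controls were bound peptide for no effect and peptide without receptor for full effect; nearly all actives have a fitted effect of over 50% in size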
Target sequence (P10828 whole entry, looked up): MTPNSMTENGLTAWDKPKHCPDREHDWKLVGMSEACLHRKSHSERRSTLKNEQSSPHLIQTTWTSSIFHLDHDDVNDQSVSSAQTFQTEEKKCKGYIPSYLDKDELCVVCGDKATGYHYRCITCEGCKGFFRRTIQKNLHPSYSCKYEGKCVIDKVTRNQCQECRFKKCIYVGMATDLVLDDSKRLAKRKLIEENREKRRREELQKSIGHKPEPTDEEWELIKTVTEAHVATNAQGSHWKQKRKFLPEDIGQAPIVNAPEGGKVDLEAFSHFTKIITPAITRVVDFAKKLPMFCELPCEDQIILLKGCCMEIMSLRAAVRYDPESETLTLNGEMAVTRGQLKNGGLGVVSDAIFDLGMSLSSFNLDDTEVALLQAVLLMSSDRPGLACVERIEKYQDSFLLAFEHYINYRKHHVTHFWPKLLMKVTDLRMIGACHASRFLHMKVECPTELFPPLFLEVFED
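Quantitative HTS by FP: 0.6 uM TRb LBD, 20 nM labeled SRC2 20-mer, 1 uM T3, 5% DMSO; 5 hr ambient incubation; % activity per concentration and potencies from concentration series.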
Tau fluor counter: counter-screen for tau fibril formation inhibitors; tau K18 P301L (four-repeat tau fragment) Alexa594 fluorescence, heparin fibrillization; hit rate 0.93% among 280,000; Potency, µM (titrated, usually from 57.7 µM), without a hit: at the highest dose activity change, negative = decrease; further: nearly all actives have a fitted effect of over 55% in size
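Human K18 P301L tau (15 uM unlabeled plus 0.24 uM Alexa 594-labeled, final) in 100 mM sodium acetate pH 7 was mixed with compound and 20 uM heparin and incubated 6 hr at 37 C.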
ALDH1A1 block: blocks purified human ALDH1A1 activity; Purified ALDH1A1, NADH fluorescence, propionaldehyde substrate; Potency, µM (doses to about 75.3 µM), without a hit: at the highest dose activity, negative = inhibition, actives largely listed as inhibitors; hit rate 7.3% among 220,000; AID 1030; active means well fitted inhibition curve with a large enough effect, not every such curve was filed as active; inconclusive means small, poorly fitted or top-dose-only effect, or another doubt; inactive means no such curve, though single readings can be large or run the other way;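 further: plate controls were no enzyme wells and a reference inhibitor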
L3MBTL1 block: blocks human L3MBTL1; Potency, µM (highest dose often 57.1 µM), for inactives: top-dose activity, negative = inhibition, usual class: inhibitors; hit rate 0.66% among 230,000; AlphaScreen L3MBTL1–H3K9me1 peptide binding; further: nearly all actives have a fitted effect of over 60% in size
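First, the protein-peptide complex forms for 30 min at room temperature (L3MBTL1 50 nM, biotinylated H3K9me1 peptide 75 nM). Next, compounds are pin-transferred and incubated 30 min. Finally, AlphaScreen beads are added and read after 30 min.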
Tau fibril FP: tau fibrillization inhibition (FP); Potency, µM (top dose mostly 57.7 µM), inactives show top-dose activity, negative = inhibition, actives largely listed as inhibitors; AID 1468; hit rate 0.39% among 280,000; K18 P301L tau heparin fibrillization, Alexa594 FP, 6 h; further: nearly all actives have a fitted effect of over 55% in size
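Quantitative HTS format: compounds meet 15 uM recombinant K18 P301L tau and Alexa 594-tau tracer in 100 mM sodium acetate pH 7; 20 uM heparin triggers fibrillization at 37 C over 6 hr; FP gives the signal.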
* = called active by the depositor; ? = inconclusive; nt = not tested or not shown; [ ] = remark or other dose. Unless noted, the call rests on the fitted dose curve; in most records, active means well fitted curve in the direction sought with a large enough effect; inconclusive means small, poorly fitted or top-dose-only effect, or another doubt; inactive means no such curve, though single readings can be large; an effect the other way counts as inactive or inconclusive. Unless noted, on the % scale 0 is the no-effect control and ±100 the full control effect; potency means the concentration at half of the fitted maximal effect.

Values run as follows: Tau ThT inhib	TexasRed fluor	GLA spleen mod	TRb-SRC2 inh	Tau fluor counter	ALDH1A1 block	L3MBTL1 block	Tau fibril FP
- CCOc1ccc(S(=O)(=O)Nc2nc3ccccc3nc2N2CCN(C)CC2)cc1
 : -2%	2%	8%	5%	-1%	?	nt	8%
- Cc1ccc(C)c(N2CCN(C(c3ccc(F)cc3)c3nnc(-c4ccccc4)o3)CC2)c1 (stereo unspecified)
 : -10%	-2%	nt	-5%	-7%	nt	nt	-1%
- NC(=O)NCc1ccc(F)cc1
 : -3%	0%	0%	-3%	-1%	6%	1%	-7%
- CCOc1ccc(-n2cnnn2)cc1S(=O)(=O)Nc1c(C)cccc1C
 : 2%	-2%	-4%	-6%	-1%	6%	nt	-10%
- CCCN(C(=O)CCl)C1=CCCCC1
 : -5%	3%	-7%	-2%	-7%	0.71µM*	nt	-5%
- O=C(CN1C(=O)COc2ccc(S(=O)(=O)N3CCCCC3)cc21)NCc1ccc(F)cc1
 : 12%	-5%	nt	-4%	0%	nt	nt	2%
- CC(=O)Nc1ccc(S(=O)(=O)NCC(=O)NC(C)c2ccc(S(N)(=O)=O)cc2)cc1 (stereo unspecified)
 : 9%	-3%	9%	1%	11%	nt	-4%	10%
- C/C(=N\OC(=O)c1ccccc1)c1cc(-c2ccc(Cl)cc2)no1
 : ?	-2%	12%	0%	-5%	-1%	2%	-10%
- CCC1CN(C(=O)N2CCC(C(=O)NCc3cc(OC)ccc3OC)CC2)c2ccccc2O1 (stereo unspecified)
 : ?	3%	nt	-6%	-26%	nt	nt	-11%
- CCOC(=O)c1ccc(Oc2nc(NC)nc(Nc3ccccc3)n2)cc1
 : -7%	-1%	-2%	17%	-26%	13%	nt	-14%
- Cc1occc1C(=O)NNC(=O)NC12CC3CC(CC(C3)C1)C2
 : -12%	0%	-5%	-8%	1%	5%	nt	6%
- COc1cc(/C=C2\SC(=S)N(CC(=O)NC(C)(C)C)C2=O)cc(OC)c1OC
 : ?	-3%	-2%	-3%	?	0%	-18%	18%
- COc1cc2c(cc1OC)CN(C(=O)c1ccc([N+](=O)[O-])o1)CC2
 : ?	0%	5%	10%	-23%	nt	-13%	-8%
- c1ccc(Cn2nnc3c(NCCN4CCOCC4)ncnc32)cc1
 : 4%	0%	1%	8%	-7%	?	nt	-5%
- O=C(O)c1c2c(nc3ccc(S(=O)(=O)N4CCC(C(=O)NC5CCCCCC5)CC4)cc13)CCCC2
 : -18%	0%	11%	7%	-15%	-1%	nt	2%
- CC1(C)OC(C(N)=O)C(C(N)=O)O1 (stereo unspecified)
 : 6%	-2%	-2%	1%	5%	2%	4%	-2%
- CC(=O)c1ccc(NC(=O)CSc2nccn2Cc2ccco2)cc1
 : -3%	-3%	nt	-3%	-8%	nt	nt	-2%
- COC(=O)c1ccc(NC(=O)COC(=O)C2CC(=O)N(Cc3ccccc3)C2)cc1 (stereo unspecified)
 : 0%	1%	1%	2%	5%	1%	8%	-1%
- CC1CCN(c2nn3c(=O)c(C(=O)NCCc4ccccc4)cnc3s2)CC1
 : -6%	-2%	nt	2%	-8%	nt	nt	4%
- O=C(N/N=C/c1cc([N+](=O)[O-])ccc1N1CCNCC1)c1ccc([N+](=O)[O-])cc1
 : -3%	2%	20%	-1%	2%	10%	9%	-5%
- Cc1ccc(S(=O)(=O)N(C)CC(=O)Nc2cccc3c2CCCC3)cc1
 : -12%	-1%	5%	1%	-20%	13%	4%	-4%
- CC(C)Oc1ccc(CNC(=O)C(C)n2ccc3cc(S(=O)(=O)N4CCCCCC4)ccc32)cc1 (stereo unspecified)
 : -6%	-2%	nt	1%	-23%	nt	nt	0%
- Cc1ccc(-n2ncc3c(=O)n(Cc4ccccc4C)cnc32)cc1C
 : -2%	-5%	nt	8%	-16%	nt	nt	?
- C=CCCCCCCCCCCCC(O)CC(O)COC(C)=O (stereo unspecified)
 : ?	0%	16%	3%	-13%	nt	nt	5%
- CCOc1ccc(-c2nnc(-c3ccccc3)o2)cc1
 : -20%	-7%	-2%	3%	-6%	?	4%	-1%
- O=C(NCc1cccnc1)c1ccc([N+](=O)[O-])cc1
 : -5%	-1%	-6%	-4%	-8%	1%	-3%	-6%
- N#Cc1c(-n2ncnc2-c2ccccc2C(F)(F)F)sc2c1CCCCC2
 : ?	-31%	nt	-4%	-12%	nt	nt	-7%
- COc1ccc(Nc2ncnc3onc(C)c23)cc1Cl
 : -3%	-5%	nt	-2%	-13%	nt	nt	-3%
- O=C(O)Cn1cnc2scc(-c3cccs3)c2c1=O
 : -8%	2%	3%	-4%	-6%	-3%	?	4%
- Cc1ccc(CNC(=O)CSCC(=O)O)cc1
 : -6%	1%	3%	0%	-3%	-5%	nt	-1%

Single records (already shown). Order of values: Tau ThT inhib | TexasRed fluor | GLA spleen mod | TRb-SRC2 inh | Tau fluor counter | ALDH1A1 block | L3MBTL1 block | Tau fibril FP
COc1ccc(Nc2ncnc3onc(C)c23)cc1Cl as listed: -3% | -5% | nt | -2% | -13% | nt | nt | -3%
NC(=O)NCc1ccc(F)cc1 as listed: -3% | 0% | 0% | -3% | -1% | 6% | 1% | -7%

Later entries:
Values run as follows: Tau ThT inhib	TexasRed fluor	GLA spleen mod	TRb-SRC2 inh	Tau fluor counter	ALDH1A1 block	L3MBTL1 block	Tau fibril FP
- CCOC(=O)c1cc2sccc2n1CC(=O)c1ccc2c(c1)OCCO2
 : -11%	1%	-3%	-2%	?	-1%	6%	?
- Nc1ccc(Sc2cnn(-c3ccccc3)c(=O)c2Cl)cc1
 : -17%	0%	-11%	8%	-19%	-8%	-7%	0%
- O=C(CCCn1c(SCc2cc(=O)n3ccccc3n2)nc2ccccc2c1=O)NCC1CCCO1 (stereo unspecified)
 : -2%	1%	-1%	5%	-2%	?	nt	2%
- CC(C)(C)c1ccc(NC(=O)COC(=O)C2(C)CC2(Cl)Cl)cc1 (stereo unspecified)
 : -15%	-5%	0%	-2%	-28%	-5%	nt	-10%
- C[C@@H](C(=O)Nc1ccc2ccccc2c1)[C@H]1C[C@]1(C)[C@H](NS(=O)(=O)c1ccc2ccccc2c1)c1ccccc1
 : -4%	-2%	7%	-3%	-18%	-3%	nt	?
- C=CCNC(=S)NNC(=O)COc1ccc(Cl)cc1Cl
 : 5%	?	-6%	-11%	4%	?	-7%	9%
- CC(C)Oc1ccc(CNC(=O)c2cnc3sc(N4CCCC4)nn3c2=O)cc1
 : -2%	2%	nt	-1%	-2%	nt	nt	-4%
- COc1cccc(C(=O)N2CCC(C(=O)Nc3cccc(Cl)c3)CC2)c1
 : -4%	-3%	nt	0%	-19%	nt	nt	-15%
- CCn1nc(-c2ccccc2)c(-c2ccccc2)c(C(=O)Nc2ccc(S(N)(=O)=O)cc2)c1=O
 : 5%	0%	nt	-3%	-2%	nt	nt	-1%
- C=CCc1ccc(OCCOc2cccc3ccc(C)nc23)c(OC)c1
 : -14%	-2%	3%	13%	-8%	?	-4%	3%
- CC(=O)c1ccc(N2CCN(C(=O)c3ccc4ccccc4n3)CC2)cc1
 : -8%	-1%	-15%	9%	-11%	3%	-6%	-15%
- C=CCOc1ccc(/C=N/O)cc1Cl
 : -10%	-2%	-11%	-3%	-6%	3%	2%	15%
- COc1cccc(NS(=O)(=O)c2ccc3c(c2)CCCN3C(C)=O)c1
 : -4%	-6%	0%	0%	-12%	?	nt	1%
- CN(C)C1=NCC(CSC(=N)N)S1 (stereo unspecified)
 : ?	-4%	5%	8%	-6%	6%	nt	?
- COc1ccc(CCNC(=O)CCc2c(C)nc3c4cccnc4nn3c2C)cc1OC
 : -4%	-2%	nt	0%	-7%	nt	nt	-13%
- c1ccc(Cn2ncc3c(N4CCCCC4)ncnc32)cc1
 : 1%	2%	8%	2%	-3%	?	4%	-8%
- COc1cc(C(=O)NCCc2cn3ccccc3n2)cc(OC)c1OC
 : 3%	-2%	1%	-4%	-3%	8%	6%	1%
- CC1(C)C(=O)C2(C(=O)NCc3ccccc3)CCC1C2 (stereo unspecified)
 : -4%	-3%	1%	-5%	5%	9%	nt	2%
- O=C(CCOc1ccccc1)Nc1cccc([N+](=O)[O-])c1
 : 11%	3%	-1%	-7%	9%	?	-14%	2%
- O=S(=O)(c1cnc(Cl)c(Cl)c1)N1CCCc2ccccc21
 : 0%	-4%	5%	2%	-1%	3.2µM*	38%[activator]	-8%
- COC/C=C/C1=CC2=CC(=O)C(C)(OC(=O)c3cnc4ccccc4n3)C(=O)C2=CN1Cc1ccc(OC)cc1 (stereo unspecified)
 : 13µM*	-4%[11.2 µM]	0%[17.5 µM]	0%[11.2 µM]	?	-14%[13.5 µM]	nt	?
- CC(C)NC(=O)NC(=O)COC(=O)c1ccccc1F
 : -3%	-2%	7%	2%	-6%	10%	9%	-1%
- O=S(=O)(c1cccc(-c2nnco2)c1)N1CCOCC1
 : -2%	1%	2%	-1%	1%	0%	12%	1%
- O=C(Nc1nc(-c2ccc(S(=O)(=O)N3CCCC3)cc2)cs1)C1COc2ccccc2O1 (stereo unspecified)
 : -2%	-2%	0%	-5%	-23%	?	-2%	?
- CC(=O)Nc1c(O)[nH]c2ccccc12
 : -5%	-3%	2%	-1%	-5%	13%	-6%	-2%
- COc1ccccc1N(C(=O)NCc1ccccc1)C1=NCC(C)S1 (stereo unspecified)
 : ?	-2%	5%	4%	-26%	-6%	nt	-5%
- COC(=O)C1=C(C(=O)OC)C(c2cc([N+](=O)[O-])ccc2O)c2sc(=O)[nH]c2S1 (stereo unspecified)
 : ?	-4%	2%	-6%	-12%	?	-3%	?
- CC(=O)/C=C1\N(C)c2ccc(C)cc2C1(C)C
 : ?	14%	5%	5%	?	-8%	nt	?
